HKDC1 inh: HKDC1 hexokinase inhibitors, primary screen, biochemical, fluorescence, uHTS | Q2TB90 | recombinant HKDC1, G6PDH/diaphorase resazurin coupled fluorescence | inhibition, % at 20 µM | 340,000 tested, 0.16% active | AID 493160, 2011;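 active = inhibition above about 35% when tested at 20 µM, limit read from the data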;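 note: plate controls were DMSO wells with enzyme for no effect and DMSO wells lacking enzyme for full effect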
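Incubation: 90 min at room temperature in dark / Material: recombinant HKDC1 (HK5) hexokinase enzyme, produced in-house / Quantity: enzyme 5 µg/mL final / Compound: one dose of 20 µM, 1% DMSO / Reagent: glucose and ATP substrates / Buffer or medium: Tris pH 8.0 buffer with MgCl2, Tween-20, BSA, BME / Technique: resorufin fluorescence at 613 nm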
hIAP block: human IAP inhibitors, primary screen, biochemical, luminescence, uHTS; 330,000 tested, 0.12% active; Intestinal-type alkaline phosphatase (Homo sapiens), P09923; purified IAP, CDP-Star luminescence, 30 min; inhibition, % at 10 µM;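 active = inhibition reaching a set limit with compound at 10 µM in the primary screen, cut at about 35% in these data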;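 note: plate controls were DMSO wells with enzyme for no effect and no-enzyme buffer wells for full effect; values of inactives mirror those of a sister screen read the other way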
ATG4B inh: ATG4B protease inhibitors, primary screen, biochemical, fluorescence, uHTS; ATG4B cleavage of LC3-PLA2, NBD-HPC fluorescence, 1 h; inhibition, % at 8.33 µM; Cysteine protease ATG4B (Homo sapiens), Q9Y4P1; 340,000 tested, 0.51% active; in the data active = inhibition above about 40%
Target sequence (Q9Y4P1 whole entry, looked up): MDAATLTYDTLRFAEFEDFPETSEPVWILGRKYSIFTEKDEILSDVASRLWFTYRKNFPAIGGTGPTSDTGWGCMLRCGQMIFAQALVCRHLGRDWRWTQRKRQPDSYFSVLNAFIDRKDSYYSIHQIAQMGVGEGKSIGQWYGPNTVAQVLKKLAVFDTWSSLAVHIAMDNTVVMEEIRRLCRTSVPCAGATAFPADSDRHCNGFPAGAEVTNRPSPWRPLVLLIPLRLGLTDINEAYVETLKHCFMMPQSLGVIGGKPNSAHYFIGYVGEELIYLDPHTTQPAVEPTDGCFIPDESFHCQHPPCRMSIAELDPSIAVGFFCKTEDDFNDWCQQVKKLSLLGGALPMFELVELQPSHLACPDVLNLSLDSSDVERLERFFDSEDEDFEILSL
mIAP block: inhibitors of mouse IAP, primary screen, biochemical, luminescence, uHTS | intestinal alkaline phosphatase [Mus musculus] | purified mouse IAP, CDP-Star luminescence, 30 min | inhibition, % at 10 µM | 330,000 tested, 0.2% active;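 active = inhibition of at least 40% at 10 µM in the primary screen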;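 note: plate controls were DMSO with enzyme for no effect and no enzyme wells for full effect; values of inactives mirror those of a sister screen read the other way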
hIAP activ: human IAP activators, primary screen, biochemical, luminescence, uHTS. 330,000 tested, 0.16% active. purified human IAP, CDP-Star luminescence, 30 min; hits give high values; 1 = vehicle-only enzyme, 0 = enzyme-free background. activation factor at 10 µM;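 active = activation factor of the enzyme at least 2-fold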; note: the source names both 10 and 20 µM as test concentration; values of inactives mirror those of a sister screen read the other way
mIAP activ: activators of mouse IAP, primary screen, biochemical, luminescence, uHTS; intestinal alkaline phosphatase [Mus musculus]; muIAP, CDP-Star luminescence, 30 min; hits give high values; 1 = vehicle-only enzyme signal, 0 = enzyme-free wells; activation factor at 10 µM; 330,000 tested, 0.24% active; AID 2805, 2010;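 active = activation factor of at least 2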; note: the source names both 10 and 20 µM as test concentration; values of inactives mirror those of a sister screen read the other way
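Assay system: mouse IAP enzyme; reagent: chemiluminescent substrate CDP-Star; dosing: test compounds delivered from DMSO solution; schedule: 30 min at room temperature; measured by: luminescence from enzymatic CDP-Star hydrolysis; controls: DMSO-only wells and no-enzyme negative control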
PfG6PD inh: PfG6PD enzyme inhibitors, primary screen, biochemical, fluorescence intensity, uHTS | glucose-6-phosphate dehydrogenase-6-phosphogluconolactonase (Plasmodium falciparum 3D7) | PfGluPho enzyme, NADPH resazurin-diaphorase fluorescence | inhibition, % at 20 µM | 350,000 tested, 0.78% active;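 active = inhibition reaching at least a set limit at 20 µM in the primary screen, cut at about 59% in these data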;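 note: 0% = DMSO wells with substrate and 100% = DMSO wells lacking glucose-6-phosphate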
APOBEC3A inh: APOBEC3A ssDNA deaminase inhibitors, primary screen, selectivity assay for APOBEC3G inhibitor project, biochemical, FAM/TAMRA oligo cleavage fluorescence. recombinant A3A, FAM/TAMRA ssDNA deamination fluorescence. inhibition, % at 20 µM. 330,000 tested, 0.41% active;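 active = at least 40% inhibition at 20 µM here, with at most 30% in a related deaminase screen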;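 note: plate controls were A3A with DMSO for no effect and wells lacking A3A enzyme for full effect; some results filed as inactive read as strong as hits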
Target sequence (P31941 whole entry, looked up): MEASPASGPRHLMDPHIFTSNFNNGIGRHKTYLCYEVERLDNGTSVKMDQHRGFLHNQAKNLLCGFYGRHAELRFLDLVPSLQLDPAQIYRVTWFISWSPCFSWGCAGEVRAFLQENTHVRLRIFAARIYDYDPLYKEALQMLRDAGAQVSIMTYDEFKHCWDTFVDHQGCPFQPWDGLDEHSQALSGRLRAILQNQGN
* marks the source's active call; other numbers are inactive results.

SMILES	HKDC1 inh	hIAP block	ATG4B inh	mIAP block	hIAP activ	mIAP activ	PfG6PD inh	APOBEC3A inh
C=CCNc1nc(Nc2ccc([N+](=O)[O-])cc2)nc(OC)n1	10.7	0.3	13.9	6.8	0.997	0.932	-6.5	-2.5
COc1cc2nc(=S)n3[nH]c(COc4ccccc4C)nc3c2cc1OC	-16.2	6.0	4.7	10.3	0.94	0.897	25.8	-2.6
CCOc1ccccc1NC(=S)N1CCN(c2ccccc2F)CC1	-2.4	-26.3	4.8	3.9	1.26	0.961	1.7	-9.4
COc1cc(OC)cc(C(=O)N[C@H](C(=O)Nc2nc(-c3cc(OC)ccc3OC)cs2)C(C)C)c1	4.3	-15.1	-7.7	-25.6	1.15	1.26	6.2	-5.5
COc1cccc(C(=O)NC2=NCCS2)c1	-2.7	0.6	-3.5	2.0	0.994	0.98	16.2	3.4
Cc1onc(-c2c(F)cccc2Cl)c1C(=O)NC1CCSC1=O (stereo not given)	-1.3	-22.4	-6.3	25.4	1.22	0.746	2.3	3.1
CCc1ccc(N(C)S(=O)(=O)c2ccc3[nH]cc(C(=O)NCCN4CCOCC4)c(=O)c3c2)cc1	-4.5	12.1	-8.8	0.4	0.879	0.996	-10.3	-0.2
CCOC(=O)C(C)CC(C)C(=O)N1CCOCCOCCN(C(=O)C(C)CC(C)C(=O)OCC)CCOCC1 (stereo not given)	-3.8	14.6	-7.1	2.2	0.854	0.978	-21.0	4.3
O=C(Cn1cnc2ccccc2c1=O)Nc1nnc(SCc2ccccc2)s1	2.6	4.6	0.8	11.6	0.954	0.884	-33.5	2.3
CC(C)(C)NS(=O)(=O)c1ccc(CCC(=O)NCc2ccco2)cc1	-0.4	-0.4	-13.0	-0.7	1	1.01	-5.4	0.9
CCN(C(=O)Cn1nc(C)c([N+](=O)[O-])c1C)C1CCS(=O)(=O)C1 (stereo not given)	-1.3	-10.5	6.8	-3.4	1.1	1.03	-18.3	-0.7
COc1ccc(N2CCN(C(=O)c3ccc(CS(=O)Cc4ccc(C)cc4)o3)CC2)cc1 (stereo not given)	-2.5	-17.8	-7.1	4.4	1.18	0.956	10.3	10.3
COc1cccc(/C=C/C(=O)NCCc2ccc3c(c2)OCCO3)c1	-8.8	5.3	28.1	1.6	0.947	0.984	1.5	-1.6
CCOC(=O)C(=O)NNc1ccc(F)cc1	-6.2	1.8	3.0	-1.4	0.982	1.01	-7.0	-2.8
COc1ccc2[nH]c3c(c2c1)CCN1C(=O)N([C@@H](C)C(=O)NCc2c(F)cccc2Cl)C(=O)[C@]31C	-0.7	-8.4	-39.2	9.7	1.08	0.903	2.2	-0.7
CC1=CCC2C(=O)N(c3cccc(C(=O)Nc4ccccc4Cl)c3)C(=O)C2C1 (stereo not given)	5.2	9.0	7.6	-2.7	0.91	1.03	-18.4	2.0
CCOc1ccc2c(c1)OC1(CCC(C)C1)CC2=O (stereo not given)	-3.4	7.3	1.7	3.6	0.927	0.964	-4.5	-2.6
O=C(CC1C(=O)NCCN1Cc1cccc(C(F)(F)F)c1)NC1CCCCCC1 (stereo not given)	-3.4	-23.9	0.7	6.9	1.24	0.931	-1.0	-2.7
O=C(Nc1cnc2ccccc2c1)c1cccnc1	2.0	3.7	-1.4	2.2	0.963	0.978	-5.9	-1.8
Cn1c(SCCOc2cccc(Cl)c2)nnc1-c1ccncc1	-2.6	3.1	11.8	-1.6	0.969	1.02	-7.5	-2.8
CC(C)c1ccc(N(C(=O)CNC(=O)c2ccco2)C(C(=O)NC2CCCC2)c2cccnc2)cc1 (stereo not given)	1.6	3.5	4.4	0.2	0.965	0.998	-18.0	-4.2
O=C(NCC(c1ccco1)N1CCCC1)c1cc2ccccc2s1 (stereo not given)	-1.2	7.8	-0.5	-0.6	0.922	1.01	2.3	-1.5
Cc1ccc(C)c2[nH]c(=O)c(CCNC(=O)c3cc4ccccc4o3)cc12	2.2	7.7	1.9	15.9	0.923	0.841	10.0	-0.6
CCOC(=O)C1=C(C)N=c2s/c(=C\c3cccc(OCC(=O)O)c3)c(=O)n2C1c1ccccc1 (stereo not given)	4.5	3.9	17.4	15.4	0.961	0.846	-3.0	1.3
CCOC(=O)CNS(=O)(=O)Cc1ccccc1	4.0	0.5	2.5	1.9	0.995	0.981	7.6	-3.1
CNC(=O)c1cc(NC(=O)CCn2nc(-c3ccc(C)cc3)c3ccccc3c2=O)ccc1OC	12.5	-5.5	-2.4	-12.1	1.05	1.12	-1.8	-0.1
CN(C(=O)c1ccncc1)C1CCS(=O)(=O)C1 (stereo not given)	-3.2	22.2	1.3	2.6	0.778	0.974	-9.7	2.0
O=C(NCc1cccnc1)C(=O)NCC1OCCN1S(=O)(=O)c1ccc(Cl)cc1 (stereo not given)	0.5	7.9	-13.2	-2.9	0.921	1.03	7.6	-2.9
Cc1cc(C)n(-c2nc(-c3ccccc3)cs2)n1	-0.4	-17.7	-1.7	3.3	1.18	0.967	9.5	6.2
CCc1cc[n+](C2=C([O-])c3ccccc3C(=O)/C2=N\S(=O)(=O)c2cccs2)cc1	26.5	-10.8	6.7	18.6	1.11	0.814	95.3*	4.2
COc1cc(NC(=O)Cn2c([N+](=O)[O-])cnc2C)c(OC)cc1Cl	0.5	-8.7	3.2	-3.8	1.09	1.04	-17.1	-2.9
COCC(=O)Nc1ccccc1NC(C)=O	-3.9	2.7	4.7	4.5	0.973	0.955	-17.4	2.0
C/C(Cn1nnc([N+](=O)[O-])n1)=N\NC(=O)c1ccc(O)cc1O	8.0	-16.0	7.7	0.3	1.16	0.997	49.0	-10.2
CC(C)CC(NC(N)=O)C(=O)NCc1ccccc1Cl (stereo not given)	-2.9	10.3	9.2	-2.3	0.897	1.02	-4.3	-5.0
COc1cccc(NC(=O)CN(C)C(=O)CC2Sc3ccccc3NC2=O)c1 (stereo not given)	-3.0	-8.6	-3.7	-9.0	1.09	1.09	5.8	2.6
Cc1cc(C)c(NC(=O)CSc2nc3ncc(Cl)cc3[nH]2)c(C)c1	-3.1	-32.8	3.7	-1.0	1.33	1.01	5.9	-2.7
COc1ccc(-c2nc(CS(=O)CC(=O)NCC3CCCO3)c(C)o2)cc1 (stereo not given)	0.2	-4.0	0.3	3.1	1.04	0.969	-6.4	-0.2
O=C(NCc1ccccc1)c1ccc(C(=O)N(C2CCCCC2)C2CCCCC2)cc1	-2.9	16.7	37.2	-6.8	0.833	1.07	6.2	-1.8
Cc1noc(/C=C/NCc2cccnc2)c1S(=O)(=O)N(C)CC(=O)N1CCc2ccccc21	-3.5	-4.2	-3.9	-1.1	1.04	1.01	-2.5	-4.9
O=C(N/N=C/c1cc(Br)cs1)C(O)c1ccccc1 (stereo not given)	4.6	-16.0	-0.2	-0.7	1.16	1.01	-19.7	2.8

Record cards, from the list above. Values in the order: HKDC1 inh	hIAP block	ATG4B inh	mIAP block	hIAP activ	mIAP activ	PfG6PD inh	APOBEC3A inh
CCOc1ccc2c(c1)OC1(CCC(C)C1)CC2=O (stereo not given) in the list: -3.4	7.3	1.7	3.6	0.927	0.964	-4.5	-2.6
O=C(CC1C(=O)NCCN1Cc1cccc(C(F)(F)F)c1)NC1CCCCCC1 (stereo not given) in the list: -3.4	-23.9	0.7	6.9	1.24	0.931	-1.0	-2.7
Cc1ccc(C)c2[nH]c(=O)c(CCNC(=O)c3cc4ccccc4o3)cc12 in the list: 2.2	7.7	1.9	15.9	0.923	0.841	10.0	-0.6
CCOC(=O)C1=C(C)N=c2s/c(=C\c3cccc(OCC(=O)O)c3)c(=O)n2C1c1ccccc1 (stereo not given) in the list: 4.5	3.9	17.4	15.4	0.961	0.846	-3.0	1.3
C/C(Cn1nnc([N+](=O)[O-])n1)=N\NC(=O)c1ccc(O)cc1O in the list: 8.0	-16.0	7.7	0.3	1.16	0.997	49.0	-10.2

Next part
SMILES	HKDC1 inh	hIAP block	ATG4B inh	mIAP block	hIAP activ	mIAP activ	PfG6PD inh	APOBEC3A inh
CCCn1c(SCC(=O)Nc2ccc(Cl)cc2)n[nH]c1=O	-3.4	-3.6	-6.2	-0.4	1.04	1	3.5	-0.7
Cc1ccc(F)c(NC(=O)/C(C#N)=C(\O)c2ccc(C(C)(C)C)cc2)c1	-2.5	12.9	22.7	15.6	0.871	0.844	-24.0	-2.4
Cc1ccc(S(=O)(=O)N2CCCCC2)cc1NC(=O)Cc1c[nH]c2ccccc12	1.6	3.5	-24.1	-1.2	0.965	1.01	3.4	-3.8
COc1ccc(N2C(=O)[C@@H]3C(c4cccnc4)=NO[C@@H]3C2=O)cc1	0.5	4.0	-13.8	0.9	0.96	0.991	4.6	4.3
O=C(NCCCN1CCOCC1)C1CCN(S(=O)(=O)c2cccc(Cl)c2Cl)CC1	-3.3	-7.8	-1.4	-7.2	1.08	1.07	-11.6	-2.5
CCc1ccc(NC(=O)CSc2nc3cc(C(=O)OC)ccc3c(=O)n2Cc2ccco2)cc1	-0.8	5.2	-4.9	3.9	0.948	0.961	-12.0	-1.1
C[C@H](CO)N1C[C@H](C)[C@@H](CN(C)CC2CC2)Oc2c(NC(=O)Cc3ccccc3)cccc2C1=O	-3.5	6.4	-6.3	-6.0	0.936	1.06	-3.1	-1.0
CC(=O)NC(CC(=O)O)c1ccc(F)cc1 (stereo not given)	-2.8	-2.1	-6.1	-4.3	1.02	1.04	-11.5	1.0
O=C(Nc1nc2ccc(F)cc2s1)Oc1ccccc1	-6.7	-7.4	-10.1	5.7	1.07	0.943	3.5	1.0
Cc1ccc([C@H]2C(C(=O)O)=CC[C@@H](c3ccc(Cl)cc3)N2S(=O)(=O)c2ccc(C)cc2)cc1	14.5	-9.8	16.0	15.0	1.1	0.85	-22.5	-0.6
Cc1cc2nncn2c2ccccc12	-3.0	4.7	-4.6	-13.2	0.953	1.13	1.5	-5.8
CN(C)S(=O)(=O)c1ccc2c(c1)C(=O)c1cc(S(=O)(=O)N(C)C)ccc1CC2	1.9	6.9	-6.9	-7.0	0.931	1.07	-6.2	-0.8
Cc1ccc(CC(=O)Nc2ccc([N+](=O)[O-])cc2C)cc1	-1.5	10.4	7.0	-5.7	0.896	1.06	-8.3	0.7
CCOC(=O)N1CCC(N2C(=O)c3ccc(C(=O)O)cc3C2=O)CC1	-2.8	-9.8	-8.5	7.0	1.1	0.93	-5.8	3.1
CCn1c(SC(C)C(=O)Nc2nnc(C)s2)nnc1-c1ccco1 (stereo not given)	-5.5	8.8	4.9	1.6	0.912	0.984	-16.1	-3.7
COc1ccc(C(C)=O)cc1COC(=O)c1cc(C)oc1C	1.7	-1.0	0.4	-9.2	1.01	1.09	15.6	2.6

Source: PubChem (Sanford-Burnham Center for Chemical Genomics)
